# TEAD-YAP block – TEAD-YAP interaction inhibition; inhibition, % at 9.12 µM; actives 1.4% (n = 640,000); HEK-TIYL cells, TEAD-Gal4/YAP UAS-luciferase luminescence; in the data active means inhibition above about 32%;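 further: 0% = median of test compound wells and 100% = reference inhibitor wells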
# GPR151 ag – human GPR151 activation; AID 1508602; PathHunter beta-arrestin GPR151 cells, luminescence; actives 1% (n = 650,000); activation, % at 11.2 µM; in the data active means activation above about 4.9%;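 further: 0% = median of compound wells and 100% = cells with positive control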
# Target sequence (Q8TDV0 whole entry, looked up): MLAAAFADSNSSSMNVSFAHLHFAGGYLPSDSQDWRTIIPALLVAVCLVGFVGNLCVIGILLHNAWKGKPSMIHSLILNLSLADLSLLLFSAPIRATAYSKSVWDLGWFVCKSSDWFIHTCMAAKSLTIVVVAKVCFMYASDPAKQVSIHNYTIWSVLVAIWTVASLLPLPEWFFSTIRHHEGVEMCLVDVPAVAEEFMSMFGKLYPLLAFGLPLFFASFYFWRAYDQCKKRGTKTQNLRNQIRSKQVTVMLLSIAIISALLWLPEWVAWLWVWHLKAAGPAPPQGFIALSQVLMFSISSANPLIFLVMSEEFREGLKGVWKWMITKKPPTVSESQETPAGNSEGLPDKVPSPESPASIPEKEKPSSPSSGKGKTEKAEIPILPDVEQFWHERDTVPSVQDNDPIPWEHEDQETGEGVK
# MITF inh – inhibitors of human MITF | AlphaScreen MITF homodimerization, bead proximity signal | inhibition, % at 2.6 µM | actives 0.91% (n = 650,000) | AID 1259374; in the data active means inhibition above about 50%;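 further: 0% = vehicle wells with protein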
# FBW7 act – activators of human E3 ligase FBW7; Q969H0; AlphaScreen FBW7–phospho-cyclin E peptide binding, activator screen; normalized activity (activation), % at 26.1 µM; actives 0.13% (n = 650,000); in the data active means normalized activity above about 1.9%;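 further: purified mutant Fbw7 with reduced substrate affinity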
# Target sequence (Q969H0 whole entry, looked up): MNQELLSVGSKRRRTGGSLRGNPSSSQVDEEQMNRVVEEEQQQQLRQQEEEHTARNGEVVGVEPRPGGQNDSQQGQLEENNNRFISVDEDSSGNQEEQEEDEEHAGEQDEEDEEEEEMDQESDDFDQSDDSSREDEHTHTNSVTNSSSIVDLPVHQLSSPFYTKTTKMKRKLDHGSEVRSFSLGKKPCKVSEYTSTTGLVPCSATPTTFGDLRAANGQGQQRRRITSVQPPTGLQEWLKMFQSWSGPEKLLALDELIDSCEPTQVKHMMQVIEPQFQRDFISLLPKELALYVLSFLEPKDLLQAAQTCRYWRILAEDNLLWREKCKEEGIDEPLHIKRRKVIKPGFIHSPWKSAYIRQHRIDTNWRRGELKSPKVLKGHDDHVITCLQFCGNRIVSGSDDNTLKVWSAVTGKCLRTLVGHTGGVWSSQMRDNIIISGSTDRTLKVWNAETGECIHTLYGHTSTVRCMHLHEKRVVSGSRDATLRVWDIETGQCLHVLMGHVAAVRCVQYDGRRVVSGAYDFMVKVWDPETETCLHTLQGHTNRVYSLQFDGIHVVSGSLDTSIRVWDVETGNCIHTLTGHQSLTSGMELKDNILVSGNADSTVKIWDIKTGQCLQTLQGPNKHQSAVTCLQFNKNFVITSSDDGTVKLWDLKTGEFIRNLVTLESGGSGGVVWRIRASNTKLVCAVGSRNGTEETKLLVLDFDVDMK
# * = called active by the depositor.
canonical_smiles | TEAD-YAP block | GPR151 ag | MITF inh | FBW7 act
Cc1ccc(N(C(C)C(=O)N2CCCC2)S(C)(=O)=O)cc1 (stereo not given) | 7 | 0.8 | -2 | 0.0
CCCN1CCOc2ccc(CN3CCC(O)(c4cccnc4)CC3)cc2C1 | 0 | -0.6 | -4 | 0.0
Cc1c(C(=O)NCc2ccco2)oc2ccc(S(=O)(=O)N3CCOCC3)cc12 | -10 | 1.1 | -5 | 0.0
COc1ccc(-c2nn(-c3ccccc3)cc2C=C2C(=O)NC(=S)NC2=O)cc1 | -15 | 0.6 | -3 | 0.1
Cc1cc(C)c2c(N)c(C(=O)N3CCCCC3C)sc2n1 (stereo not given) | -1 | 0.1 | -2 | 0.1
Cc1cccc(OCC(=O)NCC(=O)N/N=C/c2ccc(O)c([N+](=O)[O-])c2)c1 | -6 | -0.2 | 0 | 0.0
O=C(Nc1ccc(-c2nc3ccccc3o2)cc1)c1ccc2ccccc2c1 | 2 | 0.2 | 19 | 0.2
CCNC(=O)CC1Sc2ccc(C(F)(F)F)cc2NC1=O (stereo not given) | -1 | -0.8 | 3 | -0.1
CCOC(=O)c1c(NC(=O)CCCl)sc(C(=O)OC)c1C | 7 | 1.4 | 5 | -0.2
O=S1(=O)C2(Cl)CCC1(Cl)C(Cl)=C2Cl | 10 | 0.5 | 26 | 0.2
CC(C)n1c(-c2ccc(C(N)=O)cc2)nc2c(NCCN3CCOCC3)ncnc21 | -7 | -0.9 | 8 | 0.1
COc1cc(/C=C2\SC(N)=NC2=O)ccc1OCc1ccc(C)cc1 | -43 | 4.3 | -4 | -0.1
NS(=O)(=O)c1ccc(CCNC(=O)c2cccs2)cc1 | -5 | -0.5 | -7 | 0.0
NC(=O)c1cnn(-c2ccccc2)c1NC(=S)NC(=O)c1ccccc1 | 14 | -0.9 | 4 | 0.3
CCc1ccc(NC(=S)N(CCCN2CCCCC2)Cc2cccs2)cc1 | -2 | -0.1 | 0 | 0.0
CCN(CC)c1ccc(C2Nc3ccccc3NC3=C2C(=O)CC(c2ccc(F)cc2)C3)cc1 (stereo not given) | 5 | -0.1 | 3 | 0.0
Cc1cccnc1NC(=O)Cn1nc([N+](=O)[O-])cc1C | -4 | 0.5 | -13 | 0.1
CC(=O)Nc1ccc(S(=O)(=O)Nc2cccc3c([N+](=O)[O-])cccc23)cc1 | -6 | 2.0 | -2 | -0.2
COc1ccc2c(c1)C(C1C(=O)CCCC1=O)c1ccccc1O2 (stereo not given) | -12 | -1.2 | -8 | -0.2
COC(=O)C1=C(C)NC(=O)NC1c1cn(-c2ccccc2)nc1-c1ccc(OC)cc1 (stereo not given) | 3 | 0.5 | 9 | 0.2
CCCCn1c(CNC(=O)c2cccc(F)c2)nnc1SCC(=O)Nc1sc(C(=O)OCC)c(C)c1C(=O)OCC | 8 | -1.7 | 10 | 0.6
CSc1ccc(C(=O)N2CCOc3ccc(CN4CCOCC4)cc3C2)cc1 | -9 | -0.9 | -1 | -0.2
CCOc1ccc(NC(=O)CSc2nc3ccccc3c(=O)n2NC(=O)Cc2ccccc2)cc1 | 11 | 2.2 | -12 | 0.0
CCOc1cccc2c1OC(c1cccc(F)c1)N1N=C(c3cccs3)CC21 (stereo not given) | -64 | 2.7 | -9 | -0.2
O=C(N/N=C/c1ccccc1Br)c1cc(I)ccc1O | -4 | -0.8 | -3 | -0.2
Cc1oc2ccccc2c1CN1CCC2(CC1)NC(=O)c1ccccc1O2 | -10 | 0.3 | -5 | -0.1
O=C(CC(C(=O)O)N1CCCCC1)Nc1ccc(Cl)cc1 (stereo not given) | -1 | -1.2 | 9 | 0.2
CCOC(=O)c1c(C)c(C(=O)NCc2cccs2)c(C)n1C | -8 | 0.3 | 4 | -0.1
COc1ccc(-c2nc(CS(=O)(=O)CC(=O)NCc3ccccc3C)c(C)o2)cc1 | 1 | -0.9 | -18 | 0.2
COc1cccc(N(CC(=O)Nc2ccc(F)c(Cl)c2)S(C)(=O)=O)c1 | 5 | -0.4 | 8 | 0.1

# Compound profiles, from the list above. Values in the order: TEAD-YAP block, GPR151 ag, MITF inh, FBW7 act
# CCOc1ccc(NC(=O)CSc2nc3ccccc3c(=O)n2NC(=O)Cc2ccccc2)cc1 is entered as 11, 2.2, -12, 0.0
# O=C(CC(C(=O)O)N1CCCCC1)Nc1ccc(Cl)cc1 (stereo not given) is entered as -1, -1.2, 9, 0.2
# CCNC(=O)CC1Sc2ccc(C(F)(F)F)cc2NC1=O (stereo not given) is entered as -1, -0.8, 3, -0.1
# Cc1ccc(N(C(C)C(=O)N2CCCC2)S(C)(=O)=O)cc1 (stereo not given) is entered as 7, 0.8, -2, 0.0
# Cc1cccnc1NC(=O)Cn1nc([N+](=O)[O-])cc1C is entered as -4, 0.5, -13, 0.1

# Other compounds:
canonical_smiles | TEAD-YAP block | GPR151 ag | MITF inh | FBW7 act
O=C(/C=C/NS(=O)(=O)c1ccccc1)c1ccc(Cl)cc1 | 14 | -0.7 | 4 | 0.1
COc1cc(C(C)=O)ccc1OCC(=O)N1CCN(C(C)=O)CC1 | 8 | 2.1 | -4 | -0.1
CCC[C@@H]1NC(=O)[C@@H]2C[C@H](NC(=O)c3ccccc3OC)CN2C1=O | -2 | -0.6 | 0 | -0.1
COc1cc(F)ccc1S(=O)(=O)n1cnc(C)c1 | -8 | 1.0 | 13 | 0.4
Cc1c(Cl)cccc1NC(=S)N(Cc1ccc(Br)cc1)Cc1ccc(C(=O)O)cc1 | 13 | 0.1 | 3 | 0.0
COc1ccc(NC(=S)Nc2ccc(N)c([N+](=O)[O-])c2)cc1 | -22 | -0.5 | 6 | -0.3
CCN(CC)S(=O)(=O)c1ccc(NC(=O)COC(=O)c2c[nH]c(=O)[nH]c2=O)cc1 | 9 | -0.1 | -10 | 0.0
C/C(=N\O)C(=O)NCc1cccnc1 | -2 | 4.0 | 1 | 0.1
O=C(Cc1ccc(Cl)cc1)N1CCN(S(=O)(=O)c2cc3c4c(c2)CCN4C(=O)CC3)CC1 | 5 | -0.4 | 8 | 0.0
CN1C(=O)[C@H]2CN(Cc3cnn(-c4ccccc4Cl)c3)CCN2C(=O)[C@@H]1CO | 7 | -2.5 | -3 | 0.4
O=C(COc1ccccc1Cl)Nc1ccccc1CO | -44 | -1.3 | -11 | 0.2
O=C1CSC(c2ccccc2Br)N1c1ccc(Cl)c(Cl)c1 (stereo not given) | -12 | -1.0 | -4 | 0.0
CCC(=O)NS(=O)(=O)c1ccc(NC(=O)c2ccco2)cc1 | 5 | 2.1 | 0 | 0.0
Cc1ncsc1C(=O)N1CCCC(c2nc3ccccc3c(=O)[nH]2)C1 (stereo not given) | -1 | 0.9 | 10 | 0.3
O=C1N=C(N2CCCCC2)S/C1=C\c1ccc(Cl)cc1 | -7 | -0.2 | 17 | 1.2
O=C(C(=O)N1CCN(c2ccccc2Cl)CC1)c1c[nH]c2ccccc12 | 7 | -1.4 | 19 | 0.2
OC1CCN(C(c2cccs2)c2nnnn2CCc2ccccc2)CC1 (stereo not given) | 9 | 0.6 | 2 | -0.2
O=C(Nc1nnc(SCC(=O)N2CCCC2)s1)c1ccc(Cl)cc1Cl | -1 | 4.2 | 8 | -0.1
COc1cccc(C2CC(c3ccc(Br)cc3)Nc3ncnn32)c1OC (stereo not given) | 1 | -0.6 | 2 | -0.1
CCOc1c(Cl)cc(C=O)cc1Cl | -2 | 0.1 | -6 | -0.1
N#Cc1ccccc1OCC(=O)NC1CCCC1 | -20 | -2.1 | -5 | 0.2
CCOC(=O)CCc1c(C)nn(-c2ccc3nnc(C)n3n2)c1C | -15 | 1.3 | -4 | 0.0
CCOc1cccc2c1OC1(C)C(C(=O)Nc3ccc(C)cc3C)C2NC(=S)N1c1ccccc1 (stereo not given) | 2 | 1.3 | 32 | -0.1
O=c1c2cc3ccccc3oc-2nn1-c1ccc(Cl)cc1 | -26 | -0.7 | 8 | 0.5
CC1CN(C(=O)c2c(NC(=O)c3cccc(Cl)c3)sc3c2CCC(C(C)(C)C)C3)CC(C)O1 (stereo not given) | 9 | 0.8 | 8 | 0.0
COc1ccc(C(=O)[C@@H]2CCCN(C(=O)OC(C)(C)C)C2)cc1 | -4 | -0.3 | 10 | 0.0
COc1cc(CN2CCNC(=O)C2CC(=O)N(C)CCC2CCOCC2)cc(OC)c1 (stereo not given) | -1 | -0.5 | 9 | 0.1
COc1ccc(NC(=O)c2c(Cl)ccc(Cl)c2OC)cc1 | 7 | 0.0 | 13 | 0.1
COc1ccc(-c2ocnc2C(=O)NC(C)c2ccncc2)cc1OC (stereo not given) | -6 | -0.4 | 9 | 0.0
Cc1cc(NC(=O)C(C)C)ncc1NC(=O)c1cccnc1 | -3 | 1.0 | 14 | 0.2

# The list goes on.
structure | TEAD-YAP block | GPR151 ag | MITF inh | FBW7 act
N#Cc1ccc(-c2cnc3ccc(NCCCO)nn23)cc1 | 50* | 0.4 | -17 | -0.3
Cc1ccc(-c2cc(-c3ccccc3)c(C#N)c(SCS(C)=O)n2)cc1 (stereo not given) | -1 | 0.4 | -11 | -0.1
Cc1nn(-c2ccccc2C(F)(F)F)c2nc(-c3ccncc3)cc(C(=O)NN)c12 | 1 | -1.2 | 16 | 0.5
O=C(CNc1ccc(Cl)cc1)N/N=C\c1ccco1 | 9 | 2.0 | -1 | -0.1
COc1ccc(OS(=O)(=O)c2ccc(Br)cc2)cc1 | -5 | -0.6 | 9 | 0.6
O=[N+]([O-])c1cccc(S(=O)(=O)Nc2cc(Br)c(O)c3ccccc23)c1 | -3 | -1.4 | 3 | -0.4
CC1CCC(NC(=O)C2(C)CCC(=O)N2CCN2CCOCC2)CC1 (stereo not given) | -3 | -1.1 | -9 | 0.1
Cc1onc(-c2ccccc2)c1-c1[nH]nc(N)c1C#N | 15 | 0.9 | -4 | -0.1
COc1ccc(-c2nc(C)cc(Nc3ccccc3)n2)cc1 | -50 | 1.2 | 4 | 0.6
FC(F)(F)c1nc2ccccc2nc1-c1cccc(Cl)c1 | 1 | 0.6 | 0 | 0.1
O=C(CSc1cn(CCNC(=O)c2ccccc2)c2ccccc12)NCc1ccco1 | -6 | 0.2 | -14 | 0.0
O=C(Nc1ccc(Cl)cc1Cl)C1CC(=O)N(Cc2ccccc2)C1 (stereo not given) | 4 | 1.1 | 0 | 0.0
Cc1ccc(C2=C/C(=C\c3cccn3-c3ccccc3F)C(=O)O2)c(C)c1 | 8 | -1.6 | -10 | -0.1
C/C(=N\NC(=O)c1c(N)no[n+]1[O-])c1ccc(Cl)s1 | -2 | 0.8 | 13 | 0.1
O=C(NCc1cccs1)[C@H](CSCc1ccccc1)N1Cc2ccccc2C1=O | 11 | 1.8 | 5 | 0.1
Cc1ccnc(SCCn2c(N3CCCCC3)nc3c2c(=O)n(C)c(=O)n3C)n1 | -4 | -0.1 | -8 | -0.1
CCOC(=O)C(NC(=O)c1ccc(N2CC3CC(C2)c2cccc(=O)n2C3)c(NC(=O)c2cc(OC)cc(OC)c2)c1)C(=O)OCC (stereo not given) | -2 | 0.8 | -6 | -0.1
Cc1cc(C)nc(N2CCC(S(=O)(=O)c3ccc(-c4cncnc4)cc3)CC2)n1 | -7 | 2.3 | 2 | -0.1
CCOC(=O)c1sc(NC(=O)Cc2ccccc2)c(SC#N)c1C | 6 | 0.6 | -6 | -0.1
COc1cccc(Cn2c(=O)n(Cc3ccc(F)cc3)c(=O)c3nccnc32)c1 | -6 | 0.3 | -14 | -0.1
O=C1CCNc2c(Br)cc(Br)cc21 | -3 | -1.6 | -5 | 0.1
CCOC(=O)c1c(NC(=O)c2ccc(C)c([N+](=O)[O-])c2)sc(C)c1C | -4 | -0.1 | 7 | 0.0
CCc1ccc(NC(=O)c2cc(S(=O)(=O)N3CCN(c4ccc(OC)cc4)CC3)ccc2F)cc1 | 10 | 1.0 | 7 | -0.2
COc1ccc(NC(=O)C2CCN(C(=O)c3ccc(Br)cc3)CC2)c(OC)c1 | -8 | -0.9 | -5 | -0.1
O=C(c1cncc(Br)c1)N1CC(c2nc(-c3ccccn3)no2)C1 | 17 | -1.3 | 8 | 0.6
CCCC(c1nnnn1CCOC)N1CCN(C2CCCCC2)CC1 (stereo not given) | 1 | 0.4 | 1 | -0.2
CCCCCNC(=O)c1ccc(Cn2c(SCC(=O)Nc3nccs3)nc3ccccc3c2=O)cc1 | -5 | 0.2 | 7 | 0.1
COc1ccc(Cl)cc1NC(=O)Cn1c2c(c(=O)n(C3CCCCC3)c1=O)CCC2 | -9 | -0.6 | -4 | -0.1
Cn1c(=O)c(=O)n(C)c2cc(S(=O)(=O)N3CCc4ccccc43)ccc21 | -3 | 0.1 | 14 | -0.2
COc1ccccc1N(CCCN1C(=O)c2cccc3cccc(c23)C1=O)C(=O)c1cccs1 | -5 | -0.3 | 7 | 0.1
CCOC(=O)CC1C(=O)NCCN1Cc1ccccc1OC (stereo not given) | 7 | 3.0 | -7 | -0.1
CC(=O)c1cccc(NC(=O)CC(C(=O)O)N(C)C)c1 (stereo not given) | -6 | -1.6 | -8 | 0.0
Fc1ccc(Nc2ncnc3sc4c(c23)CCCC4)cc1 | -17 | 1.1 | 13 | -0.2
CC(=O)NC(N1CC(C)OC(C)C1)C(Cl)(Cl)Cl (stereo not given) | 2 | -1.3 | 17 | 0.8
c1ccc(-c2ccc(C3Nc4cccc5cccc(c45)N3)cc2)cc1 | -9 | -0.4 | 14 | 0.1
Cc1ccc2c(c1)c1nnc(SCC(=O)N3CCOCC3)nc1n2C | -7 | 0.6 | 0 | -0.1
O=C(CN1C(=O)c2cccc([N+](=O)[O-])c2C1=O)NC(=O)NC12CC3CC(CC(C3)C1)C2 | 4 | 1.5 | -2 | -0.2
CCCCC(NC(=O)c1ccc(Cl)cc1)C(=O)O (stereo not given) | 4 | -2.1 | 13 | 0.1
COc1ccc(/C=C(\C#N)c2nc3ccc(C)cc3[nH]2)cc1O | -56 | -0.4 | -4 | 0.1
